Screening data deposited in PubChem by National Center for Advancing Translational Sciences (NCATS).
PTAP TSG101 blk = blocks PTAP/TSG101 interaction to inhibit HIV-1 budding; Fluorescence polarization, FITC-PTAP peptide / Tsg101 binding; Potency, µM (top dose mostly 115 µM), for the others: at the highest dose activity change, negative = inhibition, hits mostly inhibitors; 340,000 tested, under 10 active; active = well fitted inhibition curve with a large enough effect in the main read-out, with a control signal flat, not every such curve was filed as active; inconclusive = small, poorly fitted or top-dose-only effect, or effect the other way, or a change in a side signal; inactive = no such curve, though single readings can be large or run the other way; note: potency is the fitted concentration of half-maximal effect; % of control where 0% means no effect
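Fluorescence polarization binding of Tsg101 binding domain (10 uM final) to FITC-labeled PTAP peptide (50 nM final) in HEPES pH 7.5 buffer with NaCl, Tween 20, EDTA, TCEP. Compounds added before peptide; binding 20 min at RT.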
Eya2 inh = blocks the phosphatase activity of human Eya2. O00167. recombinant Eya2, OMFP fluorescence dephosphorylation (OMFP is methylfluorescein phosphate). Potency, µM (series often up to 76.9 µM), for the others: top-dose activity, negative = inhibition, usual class: inhibitors. actives 0.006% (n = 330,000); note: potency is the fitted concentration of half-maximal effect; % is set by controls: 0 for no effect and ±100 for the full control effect
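Eya2 (0.2 uM) preincubated 10 min at ambient with compound, then OMFP substrate added at 50 uM; 10 min reaction in 50 mM HEPES pH 7.5, 50 mM NaCl, 5 uM MgCl2, 0.05% BSA, 1 mM DTT. Fluorescence read at Ex 485/Em 525 nm.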
TCR act = T cell receptor activation. primary human leukocytes, anti-CD3, IL-2 HTRF, 48 h. Potency, µM (doses to about 9.22 µM), inactives show top-dose activation of IL-2 secretion, most hits filed as activators. 330,000 tested, under 10 active. AID 504894; note: % of control where 0% means no effect
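Using a-CD3 beads without co-stimulation, primary human leukocytes were exposed to compounds for 48 hr. An HTRF IL-2 kit measured the cytokine, with europium-to-d2 energy transfer producing emission at 665nm upon 320nm excitation.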
Chronic BCR inh = chronic active BCR signaling inhibition; ABC-DLBCL IkBa-CBG/CBR reporter, luminescence ratio, 4 h; Potency, µM (doses to about 46.1 µM), for inactives: at the top dose ratio change, negative = lower green/red ratio, hits mostly inhibitors; actives 0.05% (n = 340,000); AID 493014; active = well fitted inhibition curve with a large enough effect in the signal ratio, with a control signal flat, not every such curve was filed as active; inconclusive = small, poorly fitted or top-dose-only effect, or effect the other way, or a change in a side signal; the % refers to the signal ratio;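 note: potency is the fitted concentration of half-maximal effect; plate controls were basal doxycycline-induced cells for no effect and cells given 10 µM MG132 for full effect; MG132 reads +100%, hits lower the ratio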
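TMD8 ABC-DLBCL cells carrying doxycycline-inducible green luciferase fused to IkappaBalpha plus unfused red luciferase were exposed to compounds (up to 46 uM) for 4 hrs at 37C. Activity came from the overlap-corrected green/red luminescence ratio.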
AT treatment = candidate therapy for ataxia-telangiectasia; […] A-T fibroblasts, KAP-1 phosphorylation AlphaLISA; neocarzinostatin DNA damage 30 min before lysis; Potency, µM (doses to about 57.5 µM), for the others: at the highest dose activation, usual class: activators; actives 0.19% (n = 320,000); AID 485349; note: potency is the fitted concentration of half-maximal effect; % of control where 0% means no effect; nearly all actives have a fitted effect of over 45% in size
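hTERT-immortalized A-T patient fibroblasts ([…]), 500 cells/well in OPTI-MEM, 1% FBS, got compounds for 60 min, then NCS for 30 min at 37C. Lysates were then assayed for phospho-KAP-1 by AlphaLISA (anti-pKAP1 donor, anti-KAP1 acceptor beads), 6 hr at 25C.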
Tb PFK block = T. brucei PFK enzyme inhibition | T. brucei PFK, ADP-Glo luminescence | Potency, µM (highest dose often 57.5 µM), without a hit: top-dose activity, negative = inhibition, actives largely listed as inhibitors | actives 0.17% (n = 330,000) | AID 485367;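 note: potency is the fitted concentration of half-maximal effect; 0% = uninhibited 1x PFK enzyme wells and -100% = no-enzyme wells; nearly all actives have a fitted effect of over 60% in size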
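Activity is normalized to no-enzyme wells (full inhibition) and 1.25 nM enzyme wells (no inhibition). Reaction: 0.5 mM F6P, 0.1 mM ATP, 45 min RT, ADP-Glo luminescence; concentration-response curves fitted and classed by quality.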
Mito fusion act = inhibitors of mitochondrial division or activators of mitochondrial fusion; S. cerevisiae fusion-defective mutant growth rescue, CellTiterGlo 48 h; Potency, µM (doses to about 46.1 µM), inactives show at the highest dose growth rescue (activation), actives largely listed as activators; actives 0.23% (n = 320,000);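 note: potency is the fitted concentration of half-maximal effect; % of control where 0% means no effect; nearly all actives have a fitted effect of over 45% in size; temperature-sensitive fusion mutants such as fzo1-1 at 37 °C on non-fermentable ethanol glycerol medium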
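S. cerevisiae fusion-defective temperature-sensitive mutants (e.g. fzo1-1, mgm1-5) grown 48 h at 37C in YPEG (ethanol/glycerol non-fermentable) medium with 23 nl compound per well; growth rescue read as CellTiterGlo luminescence.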
a7 integrin act = activators of alpha7 integrin expression for muscular dystrophy. alpha7betagal myoblasts, beta-gal FDG fluorescence, 48 h. Potency, µM (top dose mostly 38.3 µM), inactives show top-dose activation, actives largely listed as activators. actives 0.064% (n = 350,000);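 note: potency is the fitted concentration of half-maximal effect; 100% = response of the positive control SU9516; nearly all actives have a fitted effect of over 60% in size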
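alpha7betagal+/- myoblasts (passage 13, 250/well) treated 48 h at 37C with compounds at 1:260 dilution of DMSO stock. Lysed, then beta-galactosidase activity read as FDG fluorescence (ex 480/em 540) after 30 min, with pre-read for autofluorescence.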
ELG1 DNA repair = ELG1-dependent DNA repair inhibition; HEK293T ELG1-luciferase reporter, luminescence, 16 h; DNA damage induced by 5-fluorouridine; Potency, µM (series often up to 46.1 µM), for inactives: top-dose activity change, negative = inhibition, actives largely listed as inhibitors; actives 2.3% (n = 330,000); note: potency is the fitted concentration of half-maximal effect; % is set by controls: 0 for no effect and ±100 for the full control effect; nearly all actives have a fitted effect of over 55% in size
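Reporter activity after DNA damage by 5-fluorouridine is monitored. Compound-treated cells incubate 16 hr at 37 °C, then ONE-Glo is added for 30 min before luminescence reading.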
ASM inhibitor = human S-ASM enzyme inhibition; P17405; placental ASM, HMU-PC fluorogenic substrate, 60 min; Potency, µM (top dose mostly 57.5 µM), for the others: top-dose activity change, negative = inhibition, usual class: inhibitors; actives 0.006% (n = 340,000); note: potency is the fitted concentration of half-maximal effect
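qHTS format. ASM enzyme prepared from human placenta hydrolyses the fluorogenic substrate HMU-PC0 (9 uM final) over 60 min at 37 °C after a 10 min compound preincubation.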
TSHR antag = antagonists of human thyroid stimulating hormone receptor | actives 0.2% (n = 330,000) | P16473 | activity change, negative = inhibition, % at 11.5 µM | TSHR-expressing cells, TSH-stimulated cAMP HTRF, 2 h; hits give low values;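 active = activity change below a set negative limit, meaning inhibition stronger than a set level, cut at about -70% in these data; inconclusive = activity change between two set negative limits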; note: % is set by controls: 0 for no effect and ±100 for the full control effect
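Read-out is FRET at 665 nm (cryptate excitation 337 nm) from a cryptate-tagged anti-cAMP antibody, competed by cell cAMP against cAMP-d2. Compounds are tested on freshly harvested TSHR cells challenged with 4nM TSH (EC80) for 2 hours at 37 deg C.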
Starred values were filed as active, the others as inactive; ? = inconclusive; . = no result given; [ ] = remark or other dose. Unless noted, calls come from the whole dose curve; as a rule, active = well fitted curve in the direction sought with a large enough effect; inconclusive = small, poorly fitted or top-dose-only effect, or another doubt; inactive = no such curve, though single readings can be large; an effect the other way counts as inactive or inconclusive.

SMILES	PTAP TSG101 blk	Eya2 inh	TCR act	Chronic BCR inh	AT treatment	Tb PFK block	Mito fusion act	a7 integrin act	ELG1 DNA repair	ASM inhibitor	TSHR antag
O=C(COC(=O)c1cccc(Br)c1)NCCc1ccccc1	-5%	-2%	-1%[46.1 µM]	1%	1%	4%	-10%	-10%	6%	-5%	-2
COc1ccc(CC(=O)OCC(=O)N2CCCC(C)C2)cc1 (stereo not given)	-6%	7%	2%	0%	7%	-1%	3%	?	13%	4%	-1
Cc1ccc(NS(=O)(=O)c2ccc(C(=O)NCc3ccc(S(N)(=O)=O)cc3)cc2)cc1	1%	-4%	2%	-9%	7%	2%	.	-12%	-29%	1%	-4
Cn1c(=O)c2c(ncn2CCC(=O)N/N=C/c2cccnc2)n(C)c1=O	2%	6%	3%	-21%	1%	-2%	-2%	27%	6%	3%	-2
O=C(CSc1nnc(-c2ccccn2)n1Cc1ccco1)Nc1ccc2c(c1)OCO2	-8%	-9%	-4%	2%	13%	0%	3%	-20%	-3%	0%	-11
C(=N\Nc1nnnn1-c1ccccc1)/c1ccncc1	-1%	-2%	0%[46.1 µM]	-1%	-3%	-2%	2%	6%	?	-1%	3
COc1ccc(C(=O)N2CCCN(C)CC2)cc1S(=O)(=O)N1CCCc2ccccc21	-8%	-22%	3%	0%	5%	4%	1%	-19%	?	3%	0
N#Cc1ccccc1Oc1ccc(S(=O)(=O)N2CCCCC2)cn1	-1%	-4%	-4%	?	8%	0%	8%	-14%	?	-2%	0
Cc1ccc(C)c(S(=O)(=O)Nc2ccc3[nH]c(=O)[nH]c3c2)c1	3%	10%	6%	12%	8%	1%	6%	0%	-1%	1%	3
COc1ccc(C/C(N)=N/OC(=O)c2cccc([N+](=O)[O-])c2)cc1	-2%	-6%	0%[46.1 µM]	?	9%	0%	-17%	17%	-1%	0%	-5
CC(C)NC(=O)Nc1cccc2c1O[C@H](CN(C)C(=O)NC(C)C)[C@@H](C)CN([C@H](C)CO)C2=O	1%	12%	2%	1%	3%	0%	.	-1%	-4%	-5%	18
COc1ccc(C(=O)N/C(=C\c2cccc3ccccc23)C(=O)N2CCN(C)CC2)cc1OC	-1%	-10%	-1%	0%	-5%	-10%	-5%	17%	?	0%	-1
O=C(Nc1cccc2ccccc12)c1cnccn1	0%	-12%	5%	-19%	0%	0%	-3%	19%	?	-2%	-4
Cc1ccc(-c2csc(NC(=O)CN3CCOCC3)n2)cc1	2%	0%	11%	-1%	5%	-1%	0%	16%	?	-18%	-7
O=C1C2CC=CCC2C(=O)N1CC(=O)N(Cc1ccccc1)C1CCS(=O)(=O)C1 (stereo not given)	-2%	12%	1%	0%	5%	1%	-3%	-8%[7.66 µM]	2%	-1%	-7
Cc1[nH]nc(Nc2ccc(C(C)C)cc2)c1[N+](=O)[O-]	-4%	3%	-7%	?	-3%	-8%	-4%	8%	?	-8%	-9
Cc1nnc(-c2cnn(C)c2N)n1Cc1cccc(Cl)c1	-5%	3%	1%	?	-6%	0%	-6%	-12%	8%	4%	-1
COc1ccc(N2CCN(C(=S)Nc3cccc(C)c3)CC2)cc1	-11%	0%	-7%	-2%	-5%	0%	-7%	-12%	2%	2%	3
Cc1sc(=NC(=O)c2ccco2)n(C)c1-c1ccccc1	-6%	-1%	.	0%	-1%	-4%	1%	-21%	?	5%	-12
Cc1nc2c(-c3ccc(F)cc3)cnn2c2c1CCC2	0%	11%	-2%	?	1%	-7%	-23%	3%	?	15%	0
O=C(Nc1ccc(N2CCOCC2)cc1N1CCOCC1)c1ccc(Cl)cc1	-2%	6%	2%	3%	16%	-3%	1%	1%	-12%	-4%	-10
Cc1cc(S(=O)(=O)N2CCN(C(=O)CCC(=O)N3CCOCC3)CC2)ccc1Br	-3%	9%	-2%	4%	-14%	-15%	0%	-32%	-8%	3%	3
Cc1ccc(NC(=O)C2CCN(S(=O)(=O)c3ccc4c(c3)C(C)(C)C(=O)N4C)CC2)c(C)c1	-11%	1%	-6%	20%	0%	-5%	1%	-3%	-8%	-2%	1
CN1C(=O)NC(NC(=O)c2ccco2)(C(F)(F)F)C1=O (stereo not given)	-4%	7%	-4%	-3%	-1%	0%	8%	-5%	1%	2%	-3
CC(NC(=O)Cc1ccc(Br)cc1)c1ccccc1 (stereo not given)	-3%	-5%	2%	?	3%	0%	0%	17%	3%	-1%	-1
Cc1ccc(-n2c(=O)[nH]c3c(oc4ccccc43)c2=O)cc1	-3%	-1%	12%	?	6%	1%	-2%	22%	25%	6%	2
O=C(Nc1ccccc1C(=O)OC1CCOC1=O)c1ccco1 (stereo not given)	-2%	16%	4%	-1%	-7%	-10%	-2%	0%	15%	1%	-2
C=CCNC(=S)NNC(=O)c1csc(C)c1C	-8%	-1%	-4%[46.1 µM]	4%	1%	1%	-7%	-1%	25%	7%	17
O=C(NCc1cccnc1)C1CC(=O)N(c2ccc(Cl)cc2)C1 (stereo not given)	-7%	-10%	.	8%	-1%	-4%	-1%	6%	5%	3%	6
O=C(CSc1ncnc2c1cnn2-c1ccccc1)NCC1CCCO1 (stereo not given)	3%	16%	-2%	2%	2%	-2%	-8%	-11%	-13%	-1%	-13
C1=C(c2ccc(-c3ccccc3)cc2)Nc2ncnn2C1c1ccco1 (stereo not given)	?	?	-10%	?	1%	0%	0%	-34%	?	42%[activator]	2
C/C(=N\NC(=O)Cc1ccc(Cl)cc1)c1ccccc1O	-1%	11%	3%	2%	-9%	-17%	0%	-14%	-1%	-2%	2
Cc1oc2c(C)c(O)ccc2c(=O)c1-c1cnn(-c2ccccc2)c1	-14%	-3%	6%	?	1%	4%	8%	-46%[inhibitor]	-1%	-3%	4
CCCc1cc(=O)n2[nH]c(C(F)(F)F)nc2n1	-1%	5%	-3%	?	0%	3%	-2%	-24%	1%	2%	3
CC1(c2ccc(OC(F)F)cc2)NC(=O)N(CC(=O)Nc2ccc(OC(F)F)cc2)C1=O (stereo not given)	-2%	-12%	-14%	-24%	-5%	0%	0%	-20%	-23%	0%	-4
Cc1ccc2oc(=O)c3cnn(CC(=O)Nc4cc(-c5cccc(F)c5)no4)c3c2c1	-1%	-1%	5%	4%	-13%	-13%	2%	4%	11%	-1%	10

3 compounds from above, sorted by count of non-hydrogen atoms, highest first.
SMILES	PTAP TSG101 blk	Eya2 inh	TCR act	Chronic BCR inh	AT treatment	Tb PFK block	Mito fusion act	a7 integrin act	ELG1 DNA repair	ASM inhibitor	TSHR antag
O=C(Nc1ccc(N2CCOCC2)cc1N1CCOCC1)c1ccc(Cl)cc1	-2%	6%	2%	3%	16%	-3%	1%	1%	-12%	-4%	-10
O=C(Nc1ccccc1C(=O)OC1CCOC1=O)c1ccco1 (stereo not given)	-2%	16%	4%	-1%	-7%	-10%	-2%	0%	15%	1%	-2
CC(NC(=O)Cc1ccc(Br)cc1)c1ccccc1 (stereo not given)	-3%	-5%	2%	?	3%	0%	0%	17%	3%	-1%	-1

Just ASM inhibitor (four entries from above):
compound	ASM inhibitor
C/C(=N\NC(=O)Cc1ccc(Cl)cc1)c1ccccc1O	-2%
Cc1oc2c(C)c(O)ccc2c(=O)c1-c1cnn(-c2ccccc2)c1	-3%
CCCc1cc(=O)n2[nH]c(C(F)(F)F)nc2n1	2%
CC1(c2ccc(OC(F)F)cc2)NC(=O)N(CC(=O)Nc2ccc(OC(F)F)cc2)C1=O (stereo not given)	0%

The order is random (roughly 3.2% active in at least one column).
